HEK293 tox = HEK 293 cell cytotoxicity. HEK 293 viability, ATP luminescence (CellTiter-Glo), 48-72 h. Potency, µM (top dose mostly 115 µM), inactives show at the top dose activity change, negative = cytotoxicity, actives largely listed as inhibitors. 94,000 compounds, 6.6% hits. AID 1345083; also: potency is read from the fitted curve at half-maximal effect; nearly all actives have a fitted effect of over 60% in size
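ATP-coupled CellTiter-Glo luminescence served as viability read-out, recorded 10 min after reagent addition at room temperature. HEK 293 cells, 250 cells/well, had been incubated with pintool-transferred compound for 48 or 72 hr at 37 degree Celsius.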
3T3 cytotox = NIH 3T3 cell cytotoxicity; NIH 3T3 viability, CellTiter-Glo ATP luminescence, 48-72 h; 94,000 compounds, 4.3% hits; AID 1345082; Potency, µM (top dose mostly 96.7 µM), for the others: at the highest dose activity change, negative = cytotoxicity, hits mostly inhibitors; also: potency is read from the fitted curve at half-maximal effect; nearly all actives have a fitted effect of over 55% in size
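First NIH 3T3 cells are plated at 400 cells/well; next compound is pinned in; then plates incubate 48 or 72 hr at 37 °C; finally CellTiter-Glo is added and luminescence read after 10 min.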
Luciferase inh = inhibitors of firefly (Photinus pyralis) luciferase; 76,000 compounds, 2.5% hits; purified P. pyralis luciferase, luminescence, biochemical; P08659; Potency, µM (titrated, usually from 115 µM), for inactives: top-dose activity change, negative = inhibition, most hits filed as inhibitors; AID 1347043; also: potency is read from the fitted curve at half-maximal effect; nearly all actives have a fitted effect of over 65% in size
Target sequence (P08659 whole entry, looked up): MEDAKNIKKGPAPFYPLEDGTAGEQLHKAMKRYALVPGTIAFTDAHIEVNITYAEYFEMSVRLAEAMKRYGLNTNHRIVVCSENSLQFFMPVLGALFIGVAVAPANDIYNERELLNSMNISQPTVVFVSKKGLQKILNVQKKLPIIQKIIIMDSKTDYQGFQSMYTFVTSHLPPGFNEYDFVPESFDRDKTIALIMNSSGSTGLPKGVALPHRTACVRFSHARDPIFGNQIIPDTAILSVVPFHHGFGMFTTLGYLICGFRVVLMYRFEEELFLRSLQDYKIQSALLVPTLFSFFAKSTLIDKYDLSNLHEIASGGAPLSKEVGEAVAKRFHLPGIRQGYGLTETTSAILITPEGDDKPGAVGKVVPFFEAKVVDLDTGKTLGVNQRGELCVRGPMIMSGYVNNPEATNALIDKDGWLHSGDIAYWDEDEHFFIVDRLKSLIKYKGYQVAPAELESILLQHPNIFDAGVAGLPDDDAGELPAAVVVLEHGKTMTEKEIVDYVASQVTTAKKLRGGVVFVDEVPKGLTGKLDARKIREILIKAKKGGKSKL
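Purified P. pyralis luciferase (10nM final) in 50mM Tris acetate pH 7.5, 10mM Mg acetate, 0.01% Tween-20, 0.05% BSA with 10uM D-luciferin and 10uM ATP. Compounds titrated qHTS. Luminescence imaged on CCD.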
GPT2 inhibitor = inhibitors of human GPT2 alanine aminotransferase; Q8TD30; Recombinant GPT2, coupled pyruvate oxidase/HRP Amplex Red fluorescence; Potency, µM (series often up to 57.7 µM), for inactives: at the highest dose activity change, negative = inhibition, most hits filed as inhibitors; 100,000 compounds, 0.25% hits; AID 1671188; also: potency is read from the fitted curve at half-maximal effect; nearly all actives have a fitted effect of over 60% in size; many of its hits are not listed in these tables
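Inhibition is scored from Amplex Red fluorescence generated when pyruvate oxidase and HRP act on pyruvate released by GPT2. Reactions contain 10ng/uL enzyme, 250uM a-KG and 2mM L-alanine and run 30 min at room temperature.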
IP6K1 inhibitor = blocks human inositol hexakisphosphate kinase 1 | 140,000 compounds, 0.81% hits | activity change, % (series mostly up to about 58 µM) | IP6K1 kinase, ADP-Glo luminescence, 2 h; active compounds read low; in the data active = activity change below about -25%
Target sequence (Q92551 whole entry, looked up): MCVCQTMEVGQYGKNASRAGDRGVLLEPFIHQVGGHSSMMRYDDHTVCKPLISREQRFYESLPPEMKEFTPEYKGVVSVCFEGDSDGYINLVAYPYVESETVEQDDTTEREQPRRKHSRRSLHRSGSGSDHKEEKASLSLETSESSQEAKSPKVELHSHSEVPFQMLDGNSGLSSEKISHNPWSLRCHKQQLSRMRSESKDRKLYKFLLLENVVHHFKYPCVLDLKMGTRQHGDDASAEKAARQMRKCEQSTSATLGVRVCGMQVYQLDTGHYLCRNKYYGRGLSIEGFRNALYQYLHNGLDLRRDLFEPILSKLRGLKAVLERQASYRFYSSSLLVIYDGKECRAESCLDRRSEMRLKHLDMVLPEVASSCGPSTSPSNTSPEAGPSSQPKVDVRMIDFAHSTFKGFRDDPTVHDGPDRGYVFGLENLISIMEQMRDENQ
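ADP-Glo luminescence measures ADP made by human IP6K1 during a 2 h RT reaction with ATP/IP6 (mix at 1.3 mM/130 uM); top library doses 57.5 and 19.1 uM final.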
SNCA expr inhib = inhibitors of alpha-synuclein (SNCA) gene expression | 140,000 compounds, 0.17% hits | HEK-293 SNCA-luciferase knock-in, luminescence, 24 h | Potency, µM (top dose mostly 57.2 µM), for the others: top-dose activity change, negative = inhibition, hits mostly inhibitors;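 also: potency is read from the fitted curve at half-maximal effect; plate controls were DMSO cells for no effect and cell-free wells for full effect; nearly all actives have a fitted effect of over 45% in size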
SNCA viab count = cell viability loss counter-screen. HEK-293-SNCA-luc viability, GF-AFC fluorescence, 24 h. Potency, µM (doses to about 57.1 µM), for inactives: at the highest dose activity change, negative = cytotoxicity, actives largely listed as cytotoxic. 150,000 compounds, 0.12% hits. AID 1671193;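 also: potency is read from the fitted curve at half-maximal effect; 0% = DMSO-treated cells and -100% = medium-only wells without cells; nearly all actives have a fitted effect of over 30% in size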
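HEK-293-SNCA-luc cells (1500/well) plated 24 h, then exposed 24 h to a dilution series; GF-AFC added 30 min at 37C, fluorescence 405/540 nm; normalised to medium-only and DMSO wells, Hill fit.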
Starred values were filed as active, the others as inactive; i = inactive; ? = inconclusive; · = no result given; [ ] = remark or other dose. Unless noted, calls follow the shape of the dose curve; as a rule, active = well fitted curve in the direction sought with a large enough effect; inconclusive = small, poorly fitted or top-dose-only effect, or another doubt; inactive = no such curve, though single readings can be large; an effect the other way counts as inactive or inconclusive. Unless noted, % is scaled to controls: 0 for no effect and ±100 for the full control effect. The list is partial. The share of hits here may be higher or lower than overall.

structure | HEK293 tox | 3T3 cytotox | Luciferase inh | GPT2 inhibitor | IP6K1 inhibitor | SNCA expr inhib | SNCA viab count
Cc1cc(-c2nc3ncccc3o2)ccc1NC(=O)c1ccc(Br)cc1 | · | · | · | · | 3.6 | -13.5% | 2.7%
Cc1ccc(-c2cc3c(=O)n(CCNC(=O)c4ccc5ccccc5n4)ccn3n2)c(C)c1 | ? | ? | ? | i | -8.4 | ? | ?
O=C1NCCN2CC3(CCN(C(=O)NCCc4ccccc4)CC3)CC12 (centres undefined) | 3.7% | -3.4% | ? | i | 4.7 | 53.2%[activator] | 0.9%
O=C(NC1CCCC1)c1ccc2c(c1)n(Cc1cccc(F)c1)c(=O)c1ccnn12 | -17.6% | -1.7% | 6.2% | 3.6% | -9.0 | 4.0% | -16.6%
C[S+](=O)([O-])N1CCC(c2nnc3n2C(C(=O)NCc2cccnc2)CC3)CC1 (centres undefined) | -15.8% | -25.1% | · | -4.3% | 17.3 | 0.3% | -1.9%[12.5 µM]
CCOc1ccc(/C=C/c2nc(C#N)c(NC(C)c3ccccc3)o2)cc1 (centres undefined) | · | · | · | · | -9.2 | -25.2% | 4.1%
Cc1nc(Oc2ccc(F)cc2Cl)c2oc3ccccc3c2n1 | · | · | · | · | -18.2 | 6.1% | 3.1%
CC(=O)NC1CCN(Cc2cn(-c3ccccc3F)nc2-c2cc(C)sc2C)C1 (centres undefined) | ? | ? | ? | 0.8% | 10.2 | -23.9% | -18.2%
Cn1ncc2c(C(=O)NCCCc3ccccc3)cc(-c3ccccc3C(F)(F)F)nc21 | ? | ? | · | · | -2.6 | · | ·
COc1cccc(CNC(=O)Cn2c(-c3ccccc3)nc(C)cc2=O)c1 | ? | -15.6% | 0.3% | -0.8% | 5.2 | -2.2% | 2.6%
CCOC(=O)Cc1ccc(NC(=O)Nc2cc3c(cc2N2CCCCC2)n(C)c(=O)n3C)cc1 | · | · | · | · | 11.8 | 4.4% | -1.8%
O=S(=O)(c1ccc(F)cc1)N1CCC(Oc2ccc(-c3noc(C4CC4)n3)cc2)C1 (centres undefined) | 28.2µM* | ? | 7.5% | -0.4% | -0.7 | -23.2% | 0.0%
COc1cccc(N2CC(NC(=O)c3cc(Cl)ccc3OC)CC2=O)c1 (centres undefined) | · | · | · | · | 0.3 | -6.4% | -13.3%
NC(=O)C1CCN(CC2(O)CCCN(CCCc3ccccc3)C2=O)CC1 (centres undefined) | -5.9% | 1.3% | -0.9% | i | 3.0 | ? | 4.3%
Cc1ccc(NC(=O)Cn2cnc3c(oc4ccccc43)c2=O)cc1 | · | · | · | · | -2.9 | -8.9% | 7.3%
Cc1ccc(-c2noc([C@@H]3C[C@@H](O)CN3Cc3ccccc3O)n2)cc1F | ? | 44.7µM* | 50.1µM* | -1.6%[88.5 µM] | -3.5 | 58.6%[activator][87.6 µM] | -15.9%[87.6 µM]
COc1ccc(C(=O)CCC(=O)Nc2ccc(F)cc2F)cc1 | · | · | · | · | -7.7 | -26.4% | 16.2%
Cc1nc(CC2CCN(C(=O)Cc3ccccc3)CC2)n[nH]1 | i | 4.8% | 1.9% | i | -9.5 | 2.9% | 3.3%
COCC(=O)NC1CCC12CCN(C(=O)COc1ccc(F)cc1)CC2 (centres undefined) | ? | 1.1% | 3.4% | 2.5% | -10.4 | 13.7% | 5.8%
COC[C@@H]1CN(Cc2ccc(Cl)cc2F)C[C@H]1C(=O)NC1CC1 | -2.0% | -1.1% | -0.7% | -0.7% | 10.8 | -15.6% | -5.5%
O=C(O)COc1ccc(-c2nccc3c2C(=O)N(Cc2ccccc2)CC(CNC(=O)c2ccc(F)cc2)O3)cc1 (centres undefined) | 2.1% | ? | -2.9% | i | 9.2 | 7.4% | -9.4%
COc1cc(Cl)c(C)cc1NC(=O)c1ccc(CN2C(=O)CCn3nc(C)cc32)cc1 | · | · | · | · | 52.5 | 72.0%[activator] | 19.8%
CCS(=O)(=O)N1CC(=O)N(c2ccc(Cl)cc2)C(C)(C(=O)NC2CCCCC2)C1 (centres undefined) | · | · | · | · | -9.0 | 12.5% | -5.2%
C=C1CCC2(OC1)OC1CC3C4CC=C5CC(O)CC(O[C@@H]6OC[C@@H](O)[C@H](O)[C@H]6O)C5(C)C4CCC3(C)C1(O)C2C (some centres undefined) | · | · | · | i | 18.3 | · | 7.0%[23.9 µM]
COc1ccc2nc(NC(=O)c3ccc(S(=O)(=O)N4CCCC(C)C4)cc3)sc2c1 (centres undefined) | · | · | · | · | 9.2 | -2.7% | -6.9%
CC(C)C1C(=O)Nc2ccc(S(=O)(=O)NCc3ccc(Cl)cc3)cc21 (centres undefined) | · | · | · | · | 6.2 | ? | 0.1%
O=C(NC1CCNCC1)c1cc(C2CC2)nc2onc(C3CCCN3)c12 (centres undefined) | 3.8% | 0.7% | · | i | -4.4 | -14.1% | 7.6%
COC(=O)C(NC(=O)N1CCc2nc3cc(-c4ccccc4)[nH]n3c(=O)c2C1)C(C)C (centres undefined) | ? | -27.8% | ? | 1.4% | 13.2 | ? | 4.4%
CC(=O)c1ccc(N2CCN(S(=O)(=O)c3cc(-c4noc(C)n4)ccc3C)CC2)cc1 | · | · | · | · | 4.6 | -20.9% | 5.2%
COc1ccc(-c2nc3sc(CCNC(=O)C(=O)Nc4cc(C)cc(C)c4)c(C)n3n2)cc1 | · | · | · | · | 34.7 | 15.5% | 0.8%

Sorted by molecular weight (low to high): 3 of the compounds above.
structure | HEK293 tox | 3T3 cytotox | Luciferase inh | GPT2 inhibitor | IP6K1 inhibitor | SNCA expr inhib | SNCA viab count
COc1ccc(C(=O)CCC(=O)Nc2ccc(F)cc2F)cc1 | · | · | · | · | -7.7 | -26.4% | 16.2%
COc1cccc(CNC(=O)Cn2c(-c3ccccc3)nc(C)cc2=O)c1 | ? | -15.6% | 0.3% | -0.8% | 5.2 | -2.2% | 2.6%
O=C(O)COc1ccc(-c2nccc3c2C(=O)N(Cc2ccccc2)CC(CNC(=O)c2ccc(F)cc2)O3)cc1 (centres undefined) | 2.1% | ? | -2.9% | i | 9.2 | 7.4% | -9.4%

Continued.
structure | HEK293 tox | 3T3 cytotox | Luciferase inh | GPT2 inhibitor | IP6K1 inhibitor | SNCA expr inhib | SNCA viab count
CCN1C(=O)CCN(S(C)(=O)=O)CC12CCOCC2 | -0.3% | -6.3% | -0.7% | i | -6.3 | 20.6% | -10.9%
CS(=O)(=O)c1ccc(CN2CCC[C@H]2c2nc(-c3ccnc(N4CCC(C(N)=O)CC4)c3)no2)cc1 | -14.8% | -17.8% | -1.4% | i | -3.2 | -5.6% | 0.7%
O=C(Cc1cccc(Cl)c1)N1CCC2(CC1)N(c1ccccc1)C(=O)CS2(=O)=O | -10.7% | -14.5% | 2.1% | 3.3% | -5.6 | 7.7% | -1.3%
COCC(=O)NC1CCC12CCN(S(=O)(=O)c1cccc(OC)c1)CC2 (centres undefined) | -24.2% | ? | -3.5% | 4.9% | -5.9 | 10.0% | -9.3%
CCOC(=O)CC1(NC(=O)N2CCc3c(nc(-c4ccccc4)[nH]c3=O)C2)CCCCC1 | -2.1% | -3.5% | -6.3% | -2.6% | 23.2 | -18.0% | 6.0%
CCn1c(=O)sc2cc(NC(=O)c3cccc(OC)c3)ccc21 | · | · | · | · | 8.3 | 62.7%[activator] | -10.3%
CNC(=O)[C@@H]1CN(C(=O)c2cccc(OC)c2)C[C@H]1COC | i | i | 0.9% | i | 7.0 | -26.0% | -10.1%
CCc1ccccc1NC(=O)C1CCCN(C(=O)c2cnn(-c3ccccc3)c2-n2cccc2)C1 (centres undefined) | · | · | · | · | -4.3 | -2.4% | -1.2%
Cn1ncc2c(C(=O)N3CCOCC3)cc(-c3cc(Cl)cc(Cl)c3)nc21 | -19.5% | -10.1% | · | i | 1.1 | 7.6% | 5.6%
CNC(=O)[C@@H](CC(C)C)N1CCC[C@H]1C(=O)N1CCN(C)CC1 | -7.9%[172 µM] | -3.7%[174 µM] | -3.5%[172 µM] | 3.5%[88.5 µM] | -3.6 | 6.1%[87.6 µM] | 6.8%[87.6 µM]
CCC(C(=O)NCc1ccccc1)n1nc(C)c2sc3ccccc3c2c1=O (centres undefined) | · | · | · | · | 20.4 | 15.2% | 10.3%
C[C@@H]1CCC[C@H](C)N1 | · | · | · | -6.9% | 30.8 | -15.1%[25.6 µM] | 18.7%[23.9 µM]
O=C(CSc1oc(-c2ccco2)nc1S(=O)(=O)c1ccc(Cl)cc1)Nc1ccc(F)cc1 | · | · | · | · | 10.5 | ? | 0.1%
O=c1[nH]c(C2CCCN([S+](=O)([O-])c3cccc(C(F)(F)F)c3)C2)nn1-c1ccccc1 (centres undefined) | ? | ? | -0.9% | ? | 1.9 | -14.4% | 0.2%
COc1ccccc1C(=O)N1c2ccccc2C(C)(c2ccc(Cl)cc2)CC1(C)C (centres undefined) | · | · | · | · | -6.7 | ? | -5.1%
O=C(NCc1cccnc1)C1CCN(C(=O)c2ncn3c2COC(c2ccc(F)cc2)C3)CC1 (centres undefined) | -3.7% | i | ? | -3.6% | 0.0 | 2.3% | 2.6%
CN(CCc1ccccc1)CC[C@@H]1CC[C@H](O)[C@@H](C(=O)N(C)Cc2ccccc2)O1 | ? | ? | -2.6%[172 µM] | -2.7%[88.5 µM] | -7.4 | 17.1%[87.6 µM] | -4.6%[87.6 µM]
CS(=O)(=O)N1CC(C(=O)Nc2ccc(N3CCOCC3)cc2)C2(CCCCC2)C1 (centres undefined) | -9.6% | -7.0% | -10.0% | i | 31.0 | -6.2% | -5.1%
CC(C)NC(=O)[C@@H](C)C1CC[C@@]2(C)CC[C@H](NC(=O)c3cccc(F)c3)[C@@H](C)[C@@H]2[C@H]1O (some centres undefined) | 2.6%[172 µM] | -0.3%[138 µM] | 3.3%[172 µM] | -10.7%[88.5 µM] | -2.3 | -18.9%[87.6 µM] | -0.6%[87.6 µM]
CCOc1ccc(C2c3[nH]c4ccccc4c3CCN2C(=O)CCC2CCCC2)cc1 (centres undefined) | · | · | · | · | 36.1 | -9.4% | 16.4%
COC(=O)CCSCc1ccc(-c2onc(C)c2NC(=O)OC(C)c2ccccc2Cl)cc1 (centres undefined) | · | · | · | -6.9% | 0.9 | · | -28.6%

Fetched one by one from above:
structure | HEK293 tox | 3T3 cytotox | Luciferase inh | GPT2 inhibitor | IP6K1 inhibitor | SNCA expr inhib | SNCA viab count
O=C(Cc1cccc(Cl)c1)N1CCC2(CC1)N(c1ccccc1)C(=O)CS2(=O)=O | -10.7% | -14.5% | 2.1% | 3.3% | -5.6 | 7.7% | -1.3%
O=C(CSc1oc(-c2ccco2)nc1S(=O)(=O)c1ccc(Cl)cc1)Nc1ccc(F)cc1 | · | · | · | · | 10.5 | ? | 0.1%
CN(CCc1ccccc1)CC[C@@H]1CC[C@H](O)[C@@H](C(=O)N(C)Cc2ccccc2)O1 | ? | ? | -2.6%[172 µM] | -2.7%[88.5 µM] | -7.4 | 17.1%[87.6 µM] | -4.6%[87.6 µM]

Bioassay records from PubChem.
